Pf Dd2 growth – qHTS Primary assay for Inhibitors of Plasmodium falciparum Dd2 growth in vitro. P. falciparum Dd2 growth, SYBR Green, 72 h. Potency, µM (series often up to 28.9 µM), for the others: at the highest dose activity, negative = inhibition, usual class: inhibitors. hit rate 4.3% among 120,000. AID 1347417, 2020; active = well fitted inhibition curve with a large enough effect; inconclusive = small, poorly fitted or top-dose-only effect; inactive = no such curve, though single readings can be large or run the other way;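 also: plate controls were DMSO vehicle for no effect and reference drug for full effect; nearly all actives have a fitted effect of over 65% in size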
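Infected erythrocytes (Dd2, 0.3% parasitemia, 2.5% hematocrit final) are added to compound in RPMI-1640/Albumax II medium, grown 72 h at 37C in low oxygen, then lysed with saponin/Triton-X containing SYBR Green and read by fluorescence.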
An asterisk follows results filed as active; [ ] = another dose, or the depositor's remark. Potency is read from the fitted curve at half-maximal effect. An excerpt. The share of hits here may be higher or lower than overall.

`O=C(NCc1ccc2c(c1)CCN2C(=O)c1ccccc1)c1cc2ccccc2[nH]1` gave Pf Dd2 growth 38%[activator].
For CCOC(=O)/C(C#N)=C/c1ccc(-c2ccccc2)o1 the results were Pf Dd2 growth 5%.
Screening c1ccc2c(c1)OCC(CCNc1ncncn1)O2 (stereo unspecified) returned Pf Dd2 growth 4%.
For CS(=O)(=O)N(CC(=O)Nc1ccc(Br)cc1)c1ccccc1Br the results were Pf Dd2 growth 48%[activator].
Screening CCc1nc(-c2c3n(c(=O)n(CC(=O)Nc4ccc(C)c(F)c4)c2=O)CCCC3)no1 returned Pf Dd2 growth inactive.
`COCCn1c(Cn2nc3n(c2=O)CCCCC3)nnc1C1CC(N)C1` (stereo unspecified) gave Pf Dd2 growth -15%.
COc1ccc(CNC(=O)c2cc3cc(S(=O)(=O)N4CCCCC4)ccc3n2C)c(OC)c1 was read as Pf Dd2 growth inconclusive.
For Cc1ncsc1C1N(C2CCN(C(=O)C3CCC3)CC2)C(=O)C12CCCC2 (stereo unspecified) the results were Pf Dd2 growth -4%.
Screening O=C(c1ccc2c(c1)N(Cc1ccccc1F)C(=O)c1ccccc1S2=O)N1CCOCC1 (stereo unspecified) returned Pf Dd2 growth -20%.
`Cc1ccc(C(=O)N2CCc3cc(CNC(=O)CCc4ccccc4)ccc32)cc1` gave Pf Dd2 growth inconclusive.
For O=C1NCCCCCN(C(=O)C2CCC2)[C@@H]2C[C@@H](C(=O)N3CCc4ccccc4C3)C[C@H]12 the results were Pf Dd2 growth inconclusive.
For O=C([C@@H]1C[C@H](F)CN1C(=O)c1cccc(C(F)(F)F)c1)N1CCCCC1 the results were Pf Dd2 growth inactive.
Screening O=C(Nc1ccc([C@@H](O)[C@H]2COCC(=O)N2Cc2ccc(C(F)(F)F)cc2)cc1)C1CCCC1 returned Pf Dd2 growth inconclusive.
For CS(=O)(=O)N[C@@H]1[C@@H](NC(=O)c2cn3ccsc3n2)[C@H]2CCO[C@H]21 the results were Pf Dd2 growth -10%.
Screening Cc1ccccc1CN1Cc2nc(-c3ccccc3)ccc2OCC1=O returned Pf Dd2 growth -7%[44.1 µM].
`O=C(Cn1ncc2c3ccccc3n(Cc3ccccc3)c2c1=O)NCCCN1CCCCC1` gave Pf Dd2 growth inconclusive.
Screening COc1ccc(CN2CCN(C(=O)COc3ccccc3)CC2)c(OC)c1 returned Pf Dd2 growth inconclusive.
`O=C(NCc1cccc(Cl)c1)c1cc2c(s1)-c1ccccc1OC2` gave Pf Dd2 growth 44%.
`CCn1c(=O)c2sccc2n2c(CCCC(=O)Nc3ccc(C)cc3)nnc12` gave Pf Dd2 growth -5%.
For COCCCNC(=O)C1CCN(C(=O)c2cnn(-c3ccccc3)c2-n2cccc2)CC1 the results were Pf Dd2 growth 23%.
`O=C1C(N2CCN(S(=O)(=O)Cc3ccc(Cl)cc3)CC2)CCN1Cc1cccnc1` (stereo unspecified) gave Pf Dd2 growth -5%.
CCOc1ccc(C(=O)c2cn(CC(=O)Nc3ccc(Cl)cc3)c3cc4c(cc3c2=O)OCO4)cc1 was read as Pf Dd2 growth -9%.
CC(=O)Nc1cccc(-c2csc(CN3CCCC(C)(NC(C)=O)C3)c2)c1 (stereo unspecified) was read as Pf Dd2 growth inactive.
Cc1ccccc1CN1C[C@@H]2C[C@H]1C(=O)N(C)c1ccccc1O2 was read as Pf Dd2 growth inconclusive.
Screening Cc1cc(C)c(Cn2c(=O)n(Cc3ccccc3)c(=O)c3c(C)c(C)sc32)c(C)c1 returned Pf Dd2 growth 65%[activator].
Screening Cc1nn(C)c(C)c1C(=O)N[C@@H]1CN(c2ncccn2)C[C@H]1CO returned Pf Dd2 growth 4%.
For COc1ccc(-c2nc3cc(NC(=O)COc4ccc(C)c(C)c4)ccc3o2)cc1 the results were Pf Dd2 growth 39%[activator].
For COCCNC(=O)[C@H]1C[C@H](Oc2ccccc2)CN1C(C)=O the results were Pf Dd2 growth 15%.
Cc1csc2nc(COc3ccc(NC(=O)C(C)C)cc3)cc(=O)n12 was read as Pf Dd2 growth -9%.
For O=C1NCc2ccccc2CC12CCCN2Cc1ccc(Br)cn1 (stereo unspecified) the results were Pf Dd2 growth inconclusive.
`O=C1NCCCCCCN(C(=O)c2ccoc2)[C@H]2C[C@H](c3nc(-c4cccnc4)no3)C[C@@H]12` gave Pf Dd2 growth inactive.
Screening COCCNC(=O)c1nc(-c2cccc(C(F)(F)F)c2)c2ccccn12 returned Pf Dd2 growth inactive.
For CN(C)S(=O)(=O)c1ccc2c(c1)c(=O)c(C(=O)N1CCN(c3cccc(Cl)c3)CC1)cn2C the results were Pf Dd2 growth -8%.
For O=C(CSc1oc(-c2ccc(F)cc2)nc1S(=O)(=O)c1ccccc1)c1ccc(Cl)cc1 the results were Pf Dd2 growth -16%.
Screening O=C(CCc1ccc2c(c1)CN(C(=O)C1CC1)CCO2)NC1CCS(=O)(=O)C1 (stereo unspecified) returned Pf Dd2 growth 3%.
For COc1ccc(NC(=O)N2CCC(Oc3ncccc3C(=O)N(C)C)C2)c(OC)c1 (stereo unspecified) the results were Pf Dd2 growth inactive.
`Cc1noc(-c2nc(-c3ccc(Br)cc3)no2)n1` gave Pf Dd2 growth 5%.
O=S1(=O)c2ccccc2N(Cc2ccccc2F)c2ccccc21 was read as Pf Dd2 growth inconclusive.
Screening O=C1Nc2ccc(-c3ccc4c(c3)OCO4)cc2C(=O)N2CC[C@H](NC(=O)N3CCOCC3)[C@@H]12 returned Pf Dd2 growth -4%.
CC(=O)N1CCNc2cc(Nc3ccc(F)cc3)ncc2C1 was read as Pf Dd2 growth -13%[44.1 µM].
Screening C[C@]1(CO)[C@H]2Cc3sc(NC(=O)c4ccc(F)cc4)nc3[C@@H](CC(=O)Nc3ccccc3)[C@]2(C)CC[C@H]1O returned Pf Dd2 growth inconclusive.
COc1ccc(CCC(=O)N2CCCCCC2CN2CCC(OC)CC2)cc1 (stereo unspecified) was read as Pf Dd2 growth inconclusive.
`C=C[C@H]1CN2CC[C@H]1C[C@@H]2CNC(=O)CC(C)(C)C` gave Pf Dd2 growth -10%[44.1 µM].
Screening CC(NC(=O)c1cc2ccccc2o1)c1ccccc1 (stereo unspecified) returned Pf Dd2 growth 23%.
For Cn1cc(-c2cc(=O)c3ccnc(NCc4ccc(F)cc4)c3o2)cn1 the results were Pf Dd2 growth -21%[44.1 µM].
Cn1c(=O)oc2cc(S(=O)(=O)CCC(=O)NCCc3ccccc3)ccc21 was read as Pf Dd2 growth 5%.
`O=c1c2ccccc2nc(/C=C/c2ccccc2F)n1-c1cccc(O)c1` gave Pf Dd2 growth -22%.
O=C(NCc1ccc(F)cc1)c1cnc(N2CCCCC2)c2ccccc12 was read as Pf Dd2 growth 17%.
For COc1cccc(NC(=O)c2sc3nc(C)c(C(=O)Nc4ccc(C)cc4C)c(-c4cccs4)c3c2N)c1 the results were Pf Dd2 growth 1.3µM*.
For Cc1ccc(OC(=O)CSc2nnc(-c3cccs3)o2)cc1C the results were Pf Dd2 growth 39%[activator].
Screening O=S(=O)(Cc1cccc(Cl)c1)NCCc1noc(-c2ccccc2)n1 returned Pf Dd2 growth -11%.
`OCC1CN(c2ncccn2)CC12CCN(Cc1ccc3cc[nH]c3c1)CC2` (stereo unspecified) gave Pf Dd2 growth -19%.
`O=C(c1ccc(Cl)s1)N1CCC(n2cc(-c3nc(-c4ccccc4)no3)nn2)C1` (stereo unspecified) gave Pf Dd2 growth inactive.
`Cc1ccc(C(=O)N2CCC(c3nn(-c4ccc(F)cc4)c(=O)[nH]3)CC2)cc1` gave Pf Dd2 growth inconclusive.
`CCC(C(=O)NCc1cccc(Br)c1)n1nc(C)c2c(C)n(-c3ccccc3)nc2c1=O` (stereo unspecified) gave Pf Dd2 growth inconclusive.
For CN(C)Cc1nnc(C2CCCN(C(=O)CN(C)c3ccccc3)C2)n1C (stereo unspecified) the results were Pf Dd2 growth inconclusive.
Screening Cn1nc(C2CCN(C(=O)c3ccccc3F)CC2)c2c1CCOC2 returned Pf Dd2 growth 5%[5.79 µM].
Screening COc1cc2c(cc1Oc1cccc(N(C)C)c1)NC(=O)C21CCN(Cc2ccccc2)CC1 returned Pf Dd2 growth inconclusive.
Screening O=C(Cn1nccn1)NC1CC(c2cc(N3CCC(O)C3)ncn2)C1 (stereo unspecified) returned Pf Dd2 growth -4%.
CN(C(=O)Cc1ccc(F)cc1)C1CCCc2ccccc21 (stereo unspecified) was read as Pf Dd2 growth 16µM*.

Of the compounds above, seven have a thiophene ring, fused or not:
`O=C(NCc1cccc(Cl)c1)c1cc2c(s1)-c1ccccc1OC2` gave Pf Dd2 growth 44%.
`CCn1c(=O)c2sccc2n2c(CCCC(=O)Nc3ccc(C)cc3)nnc12` gave Pf Dd2 growth -5%.
CC(=O)Nc1cccc(-c2csc(CN3CCCC(C)(NC(C)=O)C3)c2)c1 (stereo unspecified) was read as Pf Dd2 growth inactive.
Screening Cc1cc(C)c(Cn2c(=O)n(Cc3ccccc3)c(=O)c3c(C)c(C)sc32)c(C)c1 returned Pf Dd2 growth 65%[activator].
For COc1cccc(NC(=O)c2sc3nc(C)c(C(=O)Nc4ccc(C)cc4C)c(-c4cccs4)c3c2N)c1 the results were Pf Dd2 growth 1.3µM*.
For Cc1ccc(OC(=O)CSc2nnc(-c3cccs3)o2)cc1C the results were Pf Dd2 growth 39%[activator].
`O=C(c1ccc(Cl)s1)N1CCC(n2cc(-c3nc(-c4ccccc4)no3)nn2)C1` (stereo unspecified) gave Pf Dd2 growth inactive.

(further entries)
Cc1noc(C)c1C(=O)N1CCC2(CC1)CC(c1ccccc1)C(=O)N(C)C2 (stereo unspecified) was read as Pf Dd2 growth 4%.
`C=Cc1ccc(Cn2c(C)c(CNCCc3ccccc3C)c(C(=O)O)c2C)cc1` gave Pf Dd2 growth inconclusive.
Screening CN(C)C(=O)c1cc2c(s1)CCC(C(=O)Nc1ccc(F)c(Cl)c1)C2 (stereo unspecified) returned Pf Dd2 growth inconclusive.
`CC1=NS(=O)(=O)N(Cc2ccc(F)c(F)c2)C=C1C(=O)O` gave Pf Dd2 growth inconclusive.
Screening O=C(c1cnc2c(c1)N([S+](=O)([O-])c1cccnc1)CCC2)N1CCCC[C@@H]1c1ccccc1 returned Pf Dd2 growth 2%.
Screening C=CCNC(=O)c1cnn2ncccc12 returned Pf Dd2 growth 4%[44.1 µM].
Screening COc1ccccc1C(=O)N1CCC2(CC1)N(C)C(=O)CS2(=O)=O returned Pf Dd2 growth 1%.
`COc1cccc(CNC(=O)[C@@H]2C[C@@H](O)CN2C2CCN(C(=O)Cc3c[nH]c4ccccc34)CC2)c1` gave Pf Dd2 growth inconclusive.
COc1ccc(OC)c(NC(=O)C2CCCCC(=O)N2)c1 (stereo unspecified) was read as Pf Dd2 growth -13%.
Screening CCC(=O)NCC1c2cc(OC)c(OC)cc2CCN1C(=O)Nc1cccc(C)c1 (stereo unspecified) returned Pf Dd2 growth inactive.
Screening CCOc1ccccc1NC(=O)c1cc(=O)c2ccc(C)cc2o1 returned Pf Dd2 growth 9%.
Cc1cc(C(=O)NCC2Cn3cccc3C(=O)N2C)n(C)n1 (stereo unspecified) was read as Pf Dd2 growth 1%.
COc1ccc(C2=C(C)C(=O)N(Cc3ccc(C(=O)NCc4ccc(C)cc4)cc3)S2(=O)=O)cc1 was read as Pf Dd2 growth 70%[activator].
COc1ccc(-c2nc(C3CC(=O)N(c4ccc(F)cc4)C3)no2)cc1 (stereo unspecified) was read as Pf Dd2 growth 59%[activator].
COc1nc2nc(CC3CC3)n(C)c2cc1-c1ccc(O)c(F)c1 was read as Pf Dd2 growth -11%[44.1 µM].
`Cc1cc(N2CCN(c3ccccc3)CC2)n2cnnc2n1` gave Pf Dd2 growth 32%[activator].
COc1cccc(NC(=O)Cn2c(=O)n(Cc3ccc(C(=O)NCc4ccc(C)cc4)cc3)c(=O)c3ccccc32)c1 was read as Pf Dd2 growth -25%.
For COc1ccc(-c2cc(OC(=O)c3cccc(Cl)c3)c3c(C)oc(C)c3c(=O)c2)cc1OC the results were Pf Dd2 growth inconclusive.
CCc1ccc(C2c3c(n[nH]c3C)C(=O)N2c2ccc(C)cc2)cc1 (stereo unspecified) was read as Pf Dd2 growth inconclusive.
`O=C(O)[C@H](Cn1ccc(=O)[nH]c1=O)NC1CCCCC1` gave Pf Dd2 growth 7%[44.1 µM].
COc1ccc(CCCN2C(=O)O[C@@H]3CN(S(=O)(=O)N(C)C)C[C@@H]32)cc1 was read as Pf Dd2 growth -21%.
COc1ccc(NC(=O)CSc2oc(-c3ccco3)nc2S(=O)(=O)c2ccc(Br)cc2)c(OC)c1 was read as Pf Dd2 growth -6%.
COc1ccc(N2CC(C(=O)N3CCC(C(=O)NCC(F)(F)F)C3)NC2=O)cc1 (stereo unspecified) was read as Pf Dd2 growth 0%.
COc1cccc(-c2nn(C)c3sc(C(=O)NCc4ccc(C)cc4)cc23)c1 was read as Pf Dd2 growth 10%.
For Cc1cccc(N2CCN(C(=O)c3ccc4c(c3)C(O)CCCCCN4C)CC2)c1 (stereo unspecified) the results were Pf Dd2 growth -3%.
`O=C(Nc1cnc(-c2cccc(Cl)c2)nc1)c1ccccc1F` gave Pf Dd2 growth inconclusive.
`CCn1c(=N)c(C(=O)NC2CCCC2)cc2c(=O)n3ccccc3nc21` gave Pf Dd2 growth -3%.
Cc1ccc(C(C)C)c(OCCSc2nc(-c3ccccc3F)nc3cc(=O)[nH]n23)c1 was read as Pf Dd2 growth inactive.
For CNc1ncccc1C(=O)N1CCCC2(C1)C(=O)N(C)c1ccccc12 (stereo unspecified) the results were Pf Dd2 growth -16%.
`CN(C)c1ccc(CNC(=O)C2CCN(c3nnc(-n4cccc4)s3)CC2)cc1` gave Pf Dd2 growth 54%[activator][5.79 µM].
For O=C(c1ccccc1Br)N(Cc1ccccc1F)C1CCS(=O)(=O)C1 (stereo unspecified) the results were Pf Dd2 growth -16%.

Source: PubChem BioAssay (National Center for Advancing Translational Sciences (NCATS))
